# RTF Ca sens act: cardiac RTF calcium sensitivity activators, primary screen, biochemical, IANBD-TnC fluorescence, EC20 calcium. Troponin I, cardiac muscle (Homo sapiens) + Troponin T, cardiac muscle (Homo sapiens) + …. IANBD-labeled TnC RTF fluorescence at EC20 calcium; 0% EC20 calcium, 100% full calcium. activation, % at 7.2 µM. 340,000 compounds, 0.24% hits. AID 493008, 2010;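 active = activation above the mean over all tested compounds plus 3 SD, cut at about 30% in these data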;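 also: rise in fluorescence read as greater calcium sensitivity of cardiac thin filaments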
# dFosB act: activators of delta FosB homodimer, primary screen, biochemical, fluorescence polarization, TAMRA-CDK5 oligo, single point. purified delta FosB; percent of positive-control signal above neutral wells. activation, % at 25 µM. 340,000 compounds, 0.99% hits. Protein FosB (Mus musculus), P13346;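 active = mean activation above about 17%, with every replicate also reaching it, limit read from the data, passing the limit was not always enough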;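 also: fluorescence polarization rise as delta FosB binds a TAMRA Cdk5 AP-1 oligo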
# Target sequence (P13346 whole entry, looked up): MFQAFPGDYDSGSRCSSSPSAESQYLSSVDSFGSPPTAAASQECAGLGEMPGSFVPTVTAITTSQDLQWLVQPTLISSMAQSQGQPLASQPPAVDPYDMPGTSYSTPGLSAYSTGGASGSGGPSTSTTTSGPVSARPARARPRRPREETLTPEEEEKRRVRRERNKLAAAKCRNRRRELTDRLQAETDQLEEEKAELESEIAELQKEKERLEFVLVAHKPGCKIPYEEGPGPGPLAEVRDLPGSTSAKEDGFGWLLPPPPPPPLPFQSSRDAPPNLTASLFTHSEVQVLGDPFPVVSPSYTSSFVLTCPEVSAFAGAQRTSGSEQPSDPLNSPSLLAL
# Tat export inh: E. coli Tat export inhibitors, primary screen, MC4100, TorA-mCherry reporter, fluorescence, single point. inhibition, % at 10 µM. 340,000 compounds, 0.036% hits;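 active = mean replicate inhibition at least 50% and at least half of replicates individually reaching 50%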;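 also: exported cargo escapes ClpAP degradation while cytoplasmic cargo is degraded and loses fluorescence; 0% = median of neutral control wells and 100% = median of NaSCN control wells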
# CAL PDZ FP-1: CAL PDZ peptide-binding inhibitors, primary screen, biochemical, fluorescence polarization, Cer-tagged CAL PDZ, HTS; Golgi-associated PDZ and coiled-coil motif-containing protein (Homo sapiens), Q9HD26; purified CAL PDZ, TMR-peptide fluorescence polarization, 1 h; inhibition, % at 20 µM; 330,000 compounds, 0.02% hits; AID 504414, 2011;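 active = highest replicate inhibition of at least 40%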;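 also: plate controls were DMSO neutral control wells for no effect and unlabeled competitor peptide control wells for full effect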
#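 Material: tagged CAL PDZ protein CerCALP, purified; buffer or medium: sodium phosphate/NaCl buffer pH 7.4 with TCEP, IgG, Thesit; also added: fluorescent TMR peptide probe; schedule: 1 h incubation at room temperature before polarization reading; technique: fluorescence polarization from S- and P-plane intensities, G-factor corrected; control set: unlabelled peptide and DMSO controls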
# CAL PDZ FP-2: untagged CAL PDZ binding inhibitors, primary screen, biochemical, fluorescence polarization, HTS; AID 602252, 2012; inhibition, % at 24.9 µM; 300,000 compounds, 0.92% hits; purified CAL PDZ, TMR-peptide fluorescence polarization, 1 h;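 active = mean inhibition of at least 30% with at least half of replicates also reaching 30%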;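 also: 0% = DMSO neutral control and 100% = excess unlabeled competitor peptide PRC23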
# V-ATPase pHluor: regulators of yeast V-ATPase proton pumping, primary screen, pHLuorin cytosolic pH fluorescence; response, % at 10 µM; 350,000 compounds, 0.37% hits; AID 504577, 2011; S. cerevisiae; in the data active = response mostly above about 7.3%, no sharp cut-off; inactive = mostly below about 5.4%; also: actives read high; inactives centre near 0; some compounds called inactive have numbers as strong as hits
# CDK5 p35 inh: inhibitors of human CDK5/p35 kinase, primary screen, biochemical, single concentration; Recombinant CDK5/p35, ADP-Glo luminescence, 60 min; 330,000 compounds, 0.01% hits; AID 488839, 2010; inhibition, % at 10 µM;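 active = highest replicate inhibition of at least 50% and at least 75% of replicates reaching 50%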;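 also: plate controls were DMSO neutral control for no effect and GW8510 at 10 µM for full effect; many of its hits are not listed in these tables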
# MITF TRPM1 HTS: activators of MITF-driven TRPM1 promoter reporter, primary screen, cell-based, SK-MEL-5, luciferase, single point. activation, % at 12.5 µM. SK-MEL-5 TRPM1-promoter luciferase, 24 h; % of positive control, neutral wells = 0. AID 588334, 2011. 300,000 compounds, 0.75% hits;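 active = mean activation of at least 80% with every replicate also reaching 80%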;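 also: 0% = neutral control wells and 100% = parthenolide positive control wells; values of inactives mirror those of a sister screen read the other way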
# Rtt109 HAT inh: inhibitors of C. albicans Rtt109/Vps75 HAT, primary screen, biochemical, ThioGlo CoA-SH fluorescence, plate reader. purified Rtt109/Vps75, 4 h. AID 540336, 2011. Histone acetyltransferase RTT109 (Candida albicans (strain SC5314 / ATCC MYA-2876)), …. 330,000 compounds, 0.16% hits. inhibition, % at 34.9 µM;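 active = inhibition of at least 50% in every replicate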
# Target sequence (Q5AAJ8 whole entry, looked up): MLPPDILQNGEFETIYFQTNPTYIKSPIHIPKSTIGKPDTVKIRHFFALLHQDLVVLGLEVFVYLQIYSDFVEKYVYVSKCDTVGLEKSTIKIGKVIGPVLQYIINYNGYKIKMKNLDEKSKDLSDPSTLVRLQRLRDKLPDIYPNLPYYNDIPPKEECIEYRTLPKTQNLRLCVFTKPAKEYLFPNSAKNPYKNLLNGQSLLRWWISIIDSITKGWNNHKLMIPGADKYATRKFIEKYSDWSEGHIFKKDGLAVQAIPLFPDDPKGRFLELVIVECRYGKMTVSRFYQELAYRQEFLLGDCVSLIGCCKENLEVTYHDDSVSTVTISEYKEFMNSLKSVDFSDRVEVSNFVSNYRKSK
# Wnt bcat act: Wnt/beta-catenin pathway activators, primary screen, cell-based, plate reader, single point. Wnt/beta-catenin reporter cell assay, activator. AID 743398, 2014. activation, % at 9.35 µM. 300,000 compounds, 1.2% hits; in the data active = activation above about 30%, passing the limit was not always enough;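 also: 0% = neutral control wells and 100% = positive control wells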
# The depositor's hits bear a star; . = no result given.
SMILES,RTF Ca sens act,dFosB act,Tat export inh,CAL PDZ FP-1,CAL PDZ FP-2,V-ATPase pHluor,CDK5 p35 inh,MITF TRPM1 HTS,Rtt109 HAT inh,Wnt bcat act
C/C=C(\C)CN1CCN(c2cccc(C)c2C)CC1,-2,2,-3,-3.0,-4,0,2.5,4,.,-13
CCOC(=O)N1CCN(CCC(=O)Nc2cc([N+](=O)[O-])ccc2OC)CC1,-4,-4,2,-2.4,-4,-3,0.8,-2,1,2
CN1CCN(S(=O)(=O)c2ccc(C3CCCCC3)cc2)CC1,-10,-1,-8,-0.7,-9,-1,0.4,-6,-9,-1
O=C(CSc1ccc(-c2ccc(Br)cc2)nn1)NC1CCCC1,-3,-3,1,-1.3,-5,2,0.7,6,14,-3
COC(=O)c1ccc(COC(=O)c2ccc(C)c(S(=O)(=O)N3CCCCC3)c2)cc1,6,-10,1,-3.3,-2,-4,-2.3,96*,7,9
CCc1nc(-c2ccccc2)cc(=O)[nH]1,10,-5,-2,0.0,-1,-2,2.2,5,1,2
O=C(NCc1ccccc1)C1=C[C@@H](C2CC2)C[C@@H](OCCCCO)O1,5,7,-3,-0.9,-2,-5,-0.6,8,1,1
CN(C)S(=O)(=O)c1ccc(Cl)c(NC(=O)COC(=O)CCSc2ccccc2)c1,2,-6,-11,-1.3,1,0,0.7,-3,5,8
Cc1nc2ccc(NS(=O)(=O)c3ccc(F)c(F)c3F)cc2s1,-4,-5,5,-0.4,9,4,-0.5,0,2,0
COc1ccc(CN(C2CCCC2)S(=O)(=O)c2ccc(-n3cnnn3)c(OC)c2)cc1OC,3,-8,-1,-3.1,-4,-6,2.5,7,.,-2
Cc1ccc(NC(=O)c2ncn(CC(=O)NCc3ccccc3)n2)cc1C,-1,0,-3,0.4,-3,1,-0.5,15,6,0
Cc1cccc(N2CCN(C(=O)c3cn(C)c(=O)c4c3c3ccccc3n4C)CC2)c1C,-6,-21,37,-0.4,-2,2,-0.5,-1,1,-2
CCOC(=O)C(C)Oc1cccc2c(=O)n(CC(=O)NCc3ccc4c(c3)OCO4)ccc12 (stereo unspecified),4,-4,-6,-0.2,-2,4,-1.1,-26,4,-6
COc1ccc(NC(=O)CCn2cccc2)cc1,-13,0,14,-0.9,5,1,-0.8,-4,9,3
CCOC(=O)COc1ccc(C2NC(C(=O)O)CS2)cc1 (stereo unspecified),-7,0,-4,-1.0,2,-33,-0.3,-2,6,.
COc1ccc(COc2cc(-c3cccc(OC)c3)nc3ccc(NC(=O)C(C)C)cc23)cc1,-3,-10,2,-1.2,-2,3,0.5,-24,-1,-10
Cc1ccc(C(C[N+](=O)[O-])c2c(-c3ccccc3O)[nH][nH]c2=O)cc1 (stereo unspecified),7,-3,-30,-0.1,-1,7,-2.0,4,1,16
CN1CCN(C(=O)COCc2cc(-c3ccc4c(c3)OCO4)on2)CC1,1,-1,-1,-0.1,24,-7,-0.5,4,27,2
CCOc1ccc(N(CC(=O)N2CC=C(c3ccccc3)CC2)S(=O)(=O)c2c(C)noc2C)cc1,-3,-14,2,-0.7,.,-6,0.3,9,-8,-3
CN(C)c1nc(SCC#N)nc(N(C)C)n1,4,4,6,0.8,2,0,0.9,.,2,.

# Record cards, from the list above. Values in the order: RTF Ca sens act | dFosB act | Tat export inh | CAL PDZ FP-1 | CAL PDZ FP-2 | V-ATPase pHluor | CDK5 p35 inh | MITF TRPM1 HTS | Rtt109 HAT inh | Wnt bcat act
# Results for C/C=C(\C)CN1CCN(c2cccc(C)c2C)CC1 = -2 | 2 | -3 | -3.0 | -4 | 0 | 2.5 | 4 | . | -13
# Results for COc1ccc(NC(=O)CCn2cccc2)cc1 = -13 | 0 | 14 | -0.9 | 5 | 1 | -0.8 | -4 | 9 | 3

# Other compounds:
SMILES,RTF Ca sens act,dFosB act,Tat export inh,CAL PDZ FP-1,CAL PDZ FP-2,V-ATPase pHluor,CDK5 p35 inh,MITF TRPM1 HTS,Rtt109 HAT inh,Wnt bcat act
O=C(NCC(=O)N(c1ccc2c(c1)OCO2)C(C(=O)NC1CCCC1)c1cccs1)c1ccco1 (stereo unspecified),-3,50*,-2,-2.0,-3,-2,-0.9,.,-5,.
CCOc1ccccc1C(=O)NCCC(=O)O,3,7,-4,-2.9,2,3,-1.6,5,1,-2
O=[N+]([O-])c1ccc(O)c(/C=N\N=C2c3ccccc3-c3ccccc32)c1,-5,-13,0,-0.2,-2,4,-2.4,-19,-3,.
Cc1ccc([N+](=O)[O-])cc1S(=O)(=O)N1CCCC1,-2,5,-3,-0.6,1,-2,0.1,0,-3,-1
CC(=O)c1ccc(NC(=O)CSc2nc3[nH]c(=O)cc(O)c3s2)cc1,-13,3,-1,-0.1,.,0,-0.2,-3,4,0
CC(O)CNC(=O)Cc1cc(=O)[nH]c(=O)[nH]1 (stereo unspecified),-4,-3,-8,-1.9,1,0,0.1,7,-3,-1
CN(C)c1ccc(N/C=C/C(=O)c2ccc(F)cc2)cc1,0,-4,2,-1.3,.,-3,2.8,25,6,.
Cc1ccc2[nH]c(=O)c(C(c3nnnn3C(C)(C)C)N3CCN(C(=O)c4ccco4)CC3)cc2c1 (stereo unspecified),-5,-11,-5,-1.2,.,-3,0.6,-5,3,.
Cc1cc2cc(CNC(=O)Cc3ccc([N+](=O)[O-])cc3)ccc2[nH]1,-6,0,-7,0.0,.,-3,-1.2,-7,9,-1
Cc1ccc(NC(=S)NNC(=O)C2CC2c2ccc(C)cc2)cc1 (stereo unspecified),-2,-5,-8,-3.2,-5,-4,-0.4,.,.,1
O=C(NCc1ccccn1)C(=O)NCc1ccccn1,2,-4,10,0.0,-1,-1,-5.8,-8,2,0
Cc1sc2ncnc(N3CCN(S(=O)(=O)c4ccc(F)cc4)CC3)c2c1C,-4,-8,9,-2.9,-3,-3,3.7,-5,6,-3
Cc1ccc(CNC(=O)c2cc(-c3ccccc3)nn2Cc2cc(C)no2)cc1,17,0,10,-2.8,-6,0,1.8,125*,-3,1
O=C(c1ccc(-c2ccccc2)cc1)N1CCN(Cc2ccccn2)CC1,-1,1,-5,0.3,1,2,-1.3,-6,6,.
CC(NC(=O)COC(=O)C1CCN(c2ccc(C(F)(F)F)cn2)CC1)c1ccc(F)cc1 (stereo unspecified),-4,-18,9,0.0,.,8,-6.5,1,-2,3
COc1cccc(C(=O)Nc2ccc3c(c2)CCCN3C(=O)c2cccs2)c1OC,-2,-8,1,-3.1,-1,-9,2.0,26,0,5
CCc1ccc(CN(C)C(=O)CCc2nnc(CCc3cccc(OC)c3)o2)nc1,-2,-7,-5,-0.2,5,1,0.3,-7,24,-4
COC(=O)NCc1ccc2c(c1)OCO2,0,-2,-3,-1.4,.,0,0.2,.,0,0
CCc1noc(C)c1C(=O)NNC(=O)c1ccc(N(CC)CC)cc1,-4,-7,6,-2.2,-3,3,0.7,9,10,-1
Cc1c(C(=O)N2CCN(Cc3ccc4c(c3)OCO4)CC2)cccc1[N+](=O)[O-],2,2,-3,-0.8,0,10,0.1,3,-7,-3
Cc1ccc(S(=O)(=O)N2CCN(C(=O)COC(=O)/C=C/c3ccc([N+](=O)[O-])cc3)CC2)c(C)c1,0,24*,-7,-0.5,-6,-2,0.8,10,-7,-3
COc1ccc(CN2CCN(S(=O)(=O)c3ccc(F)cc3)CC2)cc1OC,-3,-1,2,-2.4,2,3,-1.1,-13,-4,.
C=CCN=C1N[C@@H](c2cccc(C(F)(F)F)c2)C(C(=O)OC)=C(C)N1CC,10,-7,3,-0.5,-7,1,3.3,-1,2,-2
Cc1ccc(-c2nnn(CCC(=O)NC(C)(C)C)n2)cc1,4,0,-2,-2.2,-1,-41,-1.4,.,19,.
COc1cc(NS(=O)(=O)c2ccc(NC(=O)COc3ccc(C)cc3C)cc2)nc(OC)n1,1,-14,3,-1.2,6,1,-0.5,-1,17,.
CCN(C(=O)[C@@H]1CCCN1C(=O)c1cccs1)c1nc2cc(Cl)ccc2s1,3,-2,-6,-0.7,.,-4,0.2,3,8,7
Cc1sc2ncn(CC(=O)NCCCC(=O)N3CCN(c4ccccc4)CC3)c(=O)c2c1C,2,-3,-4,-2.4,0,5,0.8,2,-3,.
S=C(NCc1ccco1)Nc1ccc(Oc2ccc(Cl)cc2)cc1,1,-4,2,0.7,-7,1,1.0,.,10,-1
CC1CCN(CCOc2ccc(C(=O)c3ccccc3)cc2)CC1,5,-2,4,-0.3,.,0,-1.3,-1,1,-4
O=C(Nc1cccc(S(=O)(=O)NC2=NCCC2)c1)c1cc(-c2ccco2)nc2ccccc12,-5,-22,-5,-1.5,-8,1,0.1,-14,3,-2
CC(C)CCN(C(=O)CNC(=O)c1ccco1)C(C(=O)NC1CCCCC1)c1ccco1 (stereo unspecified),0,-3,-5,-1.3,-7,2,1.0,3,-13,-3
Cc1cccc(NC(=O)NCCc2ccc(Cl)cc2)c1,0,4,1,0.3,2,3,1.1,18,-7,-1
Nc1cc2c(cc1Br)-c1ccc(F)cc1C2O (stereo unspecified),-5,4,-3,1.0,-1,-1,-1.2,5,-4,2
CCCCC(=O)NS(=O)(=O)c1ccc(NS(C)(=O)=O)cc1,7,-1,3,0.0,-2,1,0.6,-2,2,0
O=C(NCc1nnc(SCC(=O)N2CCCCC2)o1)c1c(F)cccc1Cl,-7,-4,0,-1.3,78*,-2,-0.6,-6,-3,0
CCn1c(COc2ccccc2)nnc1SCC(=O)C(C)(C)C,-1,-8,0,-1.8,11,2,0.8,0,22,-2
COc1ccc(CNC(=O)C(c2ccc(C)o2)N(C(=O)c2snc(C(N)=O)c2N)c2ccccc2OC)cc1 (stereo unspecified),4,-15,-7,-0.8,.,-5,2.0,-14,0,-2
O=C(Nc1ccccc1F)NC1CCN(Cc2nnnn2Cc2ccc(F)cc2)CC1,-7,-7,-11,-0.8,-2,-4,0.5,-4,5,.
O=C(Cc1ccc(Cl)cc1)Nc1ccccc1C(=O)N1CCCCC1,5,-7,10,-2.1,-4,0,-0.1,4,1,-3
Cc1c(-c2ccccc2)[n+](=O)c2c(n1[O-])CCCC2,-5,5,-11,-0.3,.,-5,-7.0,.,6,2
COc1ccc(N=Nc2nc3cc(Br)c(Br)cc3n2C)c(OC)c1,47*,-4,1,-2.1,-1,-3,-1.8,23,43,26
Clc1ccc(Oc2nc(N3CCOCC3)nc(N3CCOCC3)n2)cc1,6,-3,-2,0.3,-2,-1,-1.5,1,4,-3
CC(Sc1ccccc1)C(=O)NCCc1ccccc1 (stereo unspecified),-5,0,4,-0.8,-3,3,0.7,.,-2,5

# Source: PubChem (several laboratories)
